Screening data: PubChem, several laboratories
CSN inh: inhibitors of human CSN-mediated cullin deneddylation | Q92905 | Purified CSN, SCF-Nedd8-OG deneddylation, fluorescence polarization | inhibition, % at 12.5 µM | actives 0.38% (n = 360,000) | AID 651999;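 active = pattern-corrected inhibition above about 35%, with an unprinted fluorescence ratio check between 0.5 and 1.5, limit read from the data, passing the limit was not always enough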;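 note: 0% = enzyme with substrate and 100% = substrate without enzyme; some results filed as inactive read as strong as hits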
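Assay system: Purified human Csn5 enzyme expressed in HEK293T cells | Amount: Enzyme 0.24 nM | Measured by: Fluorescence polarization readout | Medium: Tris/NaCl/DTT buffer, pH 7.5 | Compound dosing: One concentration, 12.5 µM, 0.25% DMSO | Times: 90 min incubation of compound, enzyme and substrate at room temperature | Control set: no-enzyme wells high, enzyme-with-substrate wells low | Read-out: % inhibition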
MT1-MMP act inh: inhibitors of human MT1-MMP activation. HT1080 RFP-PRO-GFP cells, GFP/RFP ratio fluorescence, overnight; percent of plate control window, DMSO zero. P50281. GFP/RFP ratio change, % at 20 µM. actives 0.061% (n = 360,000). AID 651647;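 active = GFP/RFP ratio change of at least 30% with cell ATP level not reduced by more than half and red fluorescence within 50% of control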; note: strong numbers were not always called active
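system = RFP-PRO-GFP reporter HT1080 cells | dosing = 20 µM single dose, 1% DMSO | timing = overnight cell settling, then overnight compound exposure, 37 °C, 5% CO2 | read-out basis = GFP/RFP fluorescence ratio | controls = DMSO and RFP-L50D-GFP cell wells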
FAS-TE inh: blocks the thioesterase domain of human fatty acid synthase; P49327; recombinant FAS-TE, OMFH fluorogenic substrate, fluorescence endpoint; inhibition, % at 15 µM; actives 0.67% (n = 360,000); AID 602261;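 active = compounds whose normalised, plate-corrected inhibition of enzyme fluorescence in the single-dose primary screen is 50% or more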;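 note: 0% = DMSO with enzyme and 100% = substrate without enzyme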
Rpn11 inh: inhibitors of human proteasome Rpn11; O00487; human 26S proteasome, Ub4-pepOG fluorescence polarization; 20S core pre-blocked with epoxomicin; calls only at 20 µM; actives 0.59% (n = 360,000);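 active = inhibition at 20 µM, scaled to each plate's controls, above about 33%, limit read from the data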
E coli Lon inh: E. coli protease La inhibition | P0A9M0 | purified E. coli Lon protease, fluorescence polarization | inhibition, % at 7.94 µM | actives 0.42% (n = 360,000); in the data active = inhibition above about 13%, passing the limit was not always enough;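 note: 0% = enzyme with probe and DMSO and 100% = no enzyme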
MsrA inhibitor: inhibitors of bovine MsrA | purified bovine MsrA, absorbance read-out | inhibition, % at 15.5 µM | actives 0.75% (n = 360,000) | AID 651718; in the data active = inhibition above about 4.5%;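 note: 0% = vehicle wells with enzyme and 100% = reference inhibitor wells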
bovine MsrA act: activators of bovine methionine sulfoxide reductase A; actives 0.3% (n = 360,000); AID 602163; purified bovine MsrA, absorbance read-out; activation, % at 10.6 µM; in the data active = activation above about 7.5%;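 note: 0% = vehicle and 100% = reference activator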
MLLE-PAM2 inh: blocks PAM2 peptide binding to the PABP1 MLLE domain. P11940. GST-MLLE / FITC-PAM2 fluorescence polarization. inhibition, % at 20 µM. actives 0.36% (n = 360,000). AID 588489; in the data active = inhibition above about 35%, passing the limit was not always enough;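 note: plate controls were DMSO wells with GST-MLLE for no effect and wells lacking GST-MLLE protein for full effect; some results filed as inactive read as strong as hits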
Rin1-Abl PPI inh: blocks binding of human Rin1 to Abl; P00519+Q13671; TR-FRET Rin1/Abl binding, biochemical; inhibition, % at 7.35 µM; AID 588664; actives 0.4% (n = 360,000); in the data active = inhibition above about 5%, passing the limit was not always enough
An asterisk follows results filed as active; i = inactive; + = active, no number. Compounds as they come; about 3.7% have a hit in one of these screens.

SMILES	CSN inh	MT1-MMP act inh	FAS-TE inh	Rpn11 inh	E coli Lon inh	MsrA inhibitor	bovine MsrA act	MLLE-PAM2 inh	Rin1-Abl PPI inh
O=C(O)c1cc(-c2ccccc2)n(-c2ccccc2)n1	-4	10	-2	i	7	0.0	-3	9	-2
CCCC(=O)N(c1ccc2oc(=O)sc2c1)S(=O)(=O)c1ccccc1	-7	-2	5	i	-1	1.1	-8	19	0
COc1ccc(Cn2ccnc2CO)cc1[N+](=O)[O-]	-3	-4	-7	i	10	3.2	-5	-1	6
Cc1cc(NS(=O)(=O)c2ccc(NC(=S)NCc3ccccc3)cc2)no1	-2	9	-6	i	3	-0.1	0	12	2
COc1cc(C(=O)N/C(=C\c2cn(C)c3ccccc23)C(=O)N2CCN(C)CC2)cc(OC)c1OC	1	-3	-7	i	-6	2.6	-4	-19	-1
CC1(C)C2([N+](=O)[O-])CN3CC1([N+](=O)[O-])CN(C2)C3C(O)C(O)C(O)CO (configuration not stated)	2	1	-5	i	2	1.1	0	8	-2
O=S(=O)(Cc1ccccc1)CS(=O)(=O)Cc1ccccc1	4	0	-7	i	3	0.7	-12	7	8
CC(C)(C)c1ccc(C(=O)O)c(C(=O)c2ccccc2)c1	-2	3	0	i	-6	0.2	-3	-3	5
CSc1ncccc1C(=O)OCC(=O)c1ccc(Cl)s1	-1	-1	11	i	12	0.7	-2	5	-2
CCO[C@@H]1OC(C(=O)NCc2ccccc2)=C[C@H](c2ccc3c(c2)OCO3)[C@H]1CCCO	-1	-1	-7	i	-8	0.1	-3	15	1
N#CCC(=O)c1ccccc1Oc1ccc(Cl)cc1	-2	4	-9	+	-2	1.1	-3	0	1
CCOc1cc(C(=O)NCC(C)(C)CNC(=O)c2cc(OCC)c(OCC)c(OCC)c2)cc(OCC)c1OCC	-3	-2	23	i	-2	-1.2	3	-1	2
O=C1CN(C(=O)COC(=O)c2ccccc2O)c2ccccc2N1	-3	3	-4	i	1	-1.6	-3	-5	0
O=C(CSC1=NS(=O)(=O)c2ccccc2N1)Nc1cccc(F)c1	-3	2	-1	i	-10	-0.2	-3	-4	-1
CCCCN(CCCC)Cc1cc(=O)oc2cc(C)c(Cl)cc12	3	-5	14	i	-2	1.3	-13	0	4
O=C(COc1ccccc1Cl)c1ccc[nH]1	-1	-3	0	i	3	0.7	-4	8	3
COc1ccc(NC2CCCN(C(=O)c3oc(C)cc3C)C2)cc1OC (configuration not stated)	0	1	-1	i	2	-0.5	-8	8	-1
Cn1c(C(=O)N2COCC2(C)C)cc2c(=O)n3ccccc3nc21	-2	2	-4	i	5	1.1	-1	9	-4
CC(C)c1ccc(C(=O)NCCCN2CCN(CCCNC(=O)c3ccc(C(C)C)cc3)CC2)cc1	-13	3	-5	i	12	-1.2	-3	-4	0
O=S(=O)(NCc1ccccc1)c1ccc(S(=O)(=O)N(Cc2ccccn2)Cc2ccco2)cc1	5	-2	-9	i	-6	1.0	-10	8	3
O=C1NC[C@H](Cc2ccccc2)N(C[C@H]2CCCN2C[C@H](Cc2ccc(O)cc2)N2C[C@H](Cc3ccc(O)cc3)N(CC3CCCCCC3)C(=O)C2=O)C1=O	4	-1	22	i	-9	0.8	-1	-4	1
Cn1c(CNC(=O)C(Cc2ccccc2)NC(=O)c2ccccc2)cc(=O)n(C)c1=O (configuration not stated)	-4	-10	1	i	3	0.7	-3	-18	3
Cc1cccc(NC(=S)N2CCC(C(=O)c3ccc(F)cc3)CC2)c1C	-1	20	7	i	-19	-0.2	0	-94	-3
CNc1nc(OCC(F)(F)F)nc(OCC(F)(F)F)n1	1	-3	0	i	-3	-0.8	-2	0	0

As a short view, part of the list above.
SMILES	CSN inh	MT1-MMP act inh	FAS-TE inh	Rpn11 inh	E coli Lon inh	MsrA inhibitor	bovine MsrA act	MLLE-PAM2 inh	Rin1-Abl PPI inh
O=C1CN(C(=O)COC(=O)c2ccccc2O)c2ccccc2N1	-3	3	-4	i	1	-1.6	-3	-5	0
O=C(CSC1=NS(=O)(=O)c2ccccc2N1)Nc1cccc(F)c1	-3	2	-1	i	-10	-0.2	-3	-4	-1
CCCCN(CCCC)Cc1cc(=O)oc2cc(C)c(Cl)cc12	3	-5	14	i	-2	1.3	-13	0	4

The listing continues:
SMILES	CSN inh	MT1-MMP act inh	FAS-TE inh	Rpn11 inh	E coli Lon inh	MsrA inhibitor	bovine MsrA act	MLLE-PAM2 inh	Rin1-Abl PPI inh
Cc1nc(C#N)c(N/N=C/c2cccc(Cl)c2)o1	-3	0	8	i	-5	2.5	-1	-5	-4
O=C(Nc1ccccc1)c1ccc2ccccc2n1	5	-5	12	i	9	0.9	-7	-8	3
Cc1cccc(NC(=O)c2cc3n(n2)C(C(F)(F)F)CC(c2ccc4c(c2)OCO4)N3)c1 (configuration not stated)	5	-3	36	i	6	0.8	-3	1	1
COc1ccc(-c2cccc(C3CC=CC4C3C(=O)N(Cc3ccccc3)C4c3ccc4ccccc4c3)c2)cc1 (configuration not stated)	2	-3	28	i	0	0.9	-1	-10	1
CC1(C2CC2)NC(=O)N(CC(=O)Nc2ccc(C(F)(F)F)cc2)C1=O (configuration not stated)	2	-6	0	i	-8	-1.5	0	-26	1
O=C(Nc1ccc(-c2nc3ccccc3c(=O)o2)cc1)c1ccco1	10	7	3	i	3	-0.4	-5	-13	-3
Cc1ccccc1C(=O)NC1CCN(CC(=O)Nc2nccs2)CC1	3	1	-7	i	-8	-0.1	-2	12	1
O=C(CN1C(=O)c2ccccc2S1(=O)=O)NCc1c(F)cccc1F	-2	5	-5	i	-2	-0.2	-3	1	5
COc1cccc(/C=N/NC(=O)CCc2ccccc2)c1	4	4	-3	i	-4	-1.3	-2	-8	1
CCc1nc(N2CCC(C)CC2)c2oc3ccccc3c2n1	2	-3	29	i	2	-1.6	-5	-9	-1
Cc1ccc(S(=O)(=O)N2CCN(C(=O)c3ccccc3)CC2)cc1	-8	-4	-1	i	1	-0.9	1	9	3
O=C1CC(c2ccccc2)CC(O)=C1C=Nc1ccc(O)cc1 (configuration not stated)	-14	2	-6	i	-4	2.0	-3	-5	2
CC(=O)C1=C(C)NC(SCC(=O)c2ccc(F)cc2)=C(C#N)C1CC(C)C (configuration not stated)	-10	-1	3	i	8	0.6	-9	26	0
CCOC(=O)C(Cc1c[nH]c2ccc([N+](=O)[O-])cc12)(NC(C)=O)C(=O)OCC	-8	0	0	i	-11	2.0	-3	20	-1
Cc1ncc([N+](=O)[O-])n1CCOC(=O)Nc1ccc([N+](=O)[O-])cc1	-2	3	-1	i	-11	3.2	-3	-2	-3
COc1cc(/C=N/NC(=O)CCn2cnc(-c3ccccc3)c2-c2ccccc2)ccc1O	-5	2	4	i	-8	0.3	-10	-13	3
O=[N+]([O-])c1nn(-c2ccc3c(c2)OCCO3)n(O)c1=NCCC1=CCCCC1	-1	3	19	i	2	1.4	-3	-5	2
Cc1ccnc(NC(=O)c2ccccc2NC(=O)c2ccccc2)c1	1	-4	1	i	-2	0.3	-3	-4	3
COc1cc2oc(=O)cc(CN3CCN(C(C)=O)CC3)c2cc1Cl	5	2	-4	i	31*	2.5	-3	-3	-3
CC1CCCC(NC(=O)CN2C(=O)c3cccnc3Oc3ccc(Cl)cc32)C1C (configuration not stated)	0	4	14	i	-1	-0.5	-4	-12	5
COc1ccc(/C=N/Nc2c(Cl)cc(Cl)cc2Cl)cc1CN1CCOCC1	-13	2	3	i	-5	0.9	-7	-6	3
CC(=O)NC(c1ccccc1)c1nc(-c2cccc(C(=O)O)c2)cs1 (configuration not stated)	6	1	-7	i	-7	-0.1	1	18	-2
COc1ccc(-c2noc(CSc3nc4ccccc4c(=O)n3-c3ccc(C)cc3)n2)cc1	3	-5	32	i	0	-0.1	-2	-8	-1
CC(C)CN(CC(C)C)S(=O)(=O)N1CCC(C(=O)NC2CCCCCCC2)CC1	-3	0	-3	i	3	-0.3	-2	-10	6
COc1ccc(CN2CCN(Cc3cccc(F)c3)CC2)cc1OC	1	6	-4	i	10	1.2	-3	-3	4
O=C(Nc1ccc(N2CCN(C(=O)c3ccco3)CC2)c(Cl)c1)c1cc2ccccc2o1	2	-35	25	i	-2	1.2	-3	0	-2
CC(C)N(O)C(=O)NC(C)(C)C	-5	1	-5	i	3	0.0	-4	-10	4
Cc1c(Cl)cccc1NC(=O)CCN1C(=O)NC(C)(C)C1=O	3	3	-8	i	-10	0.3	-1	-18	2
CCC1(C)CC(=O)N(c2ccc(F)c(Cl)c2)C(=O)C1	4	4	-6	i	-2	0.4	-3	9	-2
CC1=C(C(=O)OCC2CCCO2)C(c2ccc(O)cc2)NC(=O)N1 (configuration not stated)	-9	2	-5	i	1	-0.6	-1	-7	-1
COc1ccc(N(CC(=O)Nc2ccccc2OC)S(=O)(=O)c2ccc(OC)c(OC)c2)cc1	-1	-1	10	i	5	-1.6	-5	-6	-1
COc1ccc(S(=O)(=O)N2CCN(C)CC2)cc1Br	2	-3	-2	i	-6	0.5	-2	-7	1
CCOC(=O)c1ccc(N/C=C/C(=O)c2ccc(OC)cc2)cc1	-2	4	-10	i	-5	0.3	1	2	2
CCC1Sc2ccc(S(=O)(=O)CCC(=O)NCc3cccs3)cc2NC1=O (configuration not stated)	1	-1	2	i	2	0.1	-4	-22	-4

Structural class: those above with a furan ring, fused or not (5)
SMILES	CSN inh	MT1-MMP act inh	FAS-TE inh	Rpn11 inh	E coli Lon inh	MsrA inhibitor	bovine MsrA act	MLLE-PAM2 inh	Rin1-Abl PPI inh
COc1ccc(NC2CCCN(C(=O)c3oc(C)cc3C)C2)cc1OC (configuration not stated)	0	1	-1	i	2	-0.5	-8	8	-1
O=S(=O)(NCc1ccccc1)c1ccc(S(=O)(=O)N(Cc2ccccn2)Cc2ccco2)cc1	5	-2	-9	i	-6	1.0	-10	8	3
O=C(Nc1ccc(-c2nc3ccccc3c(=O)o2)cc1)c1ccco1	10	7	3	i	3	-0.4	-5	-13	-3
CCc1nc(N2CCC(C)CC2)c2oc3ccccc3c2n1	2	-3	29	i	2	-1.6	-5	-9	-1
O=C(Nc1ccc(N2CCN(C(=O)c3ccco3)CC2)c(Cl)c1)c1cc2ccccc2o1	2	-35	25	i	-2	1.2	-3	0	-2
